Arr AP2 block = inhibitors of beta-arrestin/AP2 binding, primary screen, biochemical, GPCR trafficking, flow cytometry; beta-arrestin 1 C-terminal peptide binding to AP2 beta2-adaptin appendage (human); inhibition, % at 10 µM; FITC-arrestin peptide / GST-AP2 beads; AP2 beta2 appendage carries R879A mutation; 0.31% of 340,000 active;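 active means inhibition above a set limit, near 3 SD of compounds lacking own fluorescence, cut at about 54% in these data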;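 further: plate controls were DMSO wells for no effect and 5 µM unlabelled arrestin peptide for full effect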
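Material – AP2 appendage R879A on GSH beads · Buffer or medium – PBS with 0.05% Tween 20 and 0.1% BSA · Probe or stimulus – fluorescein-tagged arrestin peptide at 50 nM final · Incubation – compound with beads 12 min RT, then probe 1 h RT · Detection – high-throughput flow cytometry of beads, ex 488, em 535 nm · Evaluation – percent response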
SR-BI HDL uptake = inhibitors of SR-BI mediated HDL lipid uptake, primary screen, ldlA[mSR-BI] cells, fluorescence, single point. Scavenger receptor class B member 1 (Mus musculus), Q61009. ldlA[mSR-BI] CHO cells, DiI-HDL uptake fluorescence, 3 h. inhibition, % at 12.5 µM. 0.96% of 320,000 active;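 active means mean replicate inhibition of at least 70% and a set share of replicates each scoring 70 or more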;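 further: 0% = median of neutral control wells and 100% = median of positive control wells; values of inactives mirror those of a sister screen read the other way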
C-LANA FP = inhibitors of KSHV C-LANA binding to DNA, primary screen, biochemical, fluorescence polarization, FAM-LBS DNA, MBP-C-LANA, single point; Kaposi's sarcoma herpesvirus LANA C-terminal domain (residues 932-1162) DNA binding; inhibition, % at 9 µM; 0.078% of 340,000 active; AID 504423, 2011;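 active means highest replicate inhibition at or above 60% at 9 µM, even if other replicates fall short; inactive means all replicates below 60% inhibition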;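 further: 0% = neutral control wells and 100% = 4 µM acridine orange control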
PKA-R2B activ = activators of PKA-R2B holoenzyme, primary screen, biochemical, fluorescence polarization, Cy5-IP20, human; cAMP-dependent protein kinase catalytic subunit beta (Homo sapiens) + cAMP-dependent …; PKA-R2B holoenzyme dissociation; R2B truncated from residue 108, S112A mutant; 0% DMSO only, 100% 113 µM cGMP; activation, % at 11.4 µM; 0.079% of 340,000 active;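 active means activation above a cutoff set at the mean over all compounds plus 3 SD, cut at about 18% in these data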;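 further: higher means more holoenzyme dissociation and a rise in polarization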
RTF Ca sens inh = cardiac RTF calcium sensitivity inhibitors, primary screen, biochemical, IANBD-TnC fluorescence, EC70 calcium; Troponin I, cardiac muscle (Homo sapiens) + Troponin T, cardiac muscle (Homo sapiens) + …; IANBD-labeled cardiac RTF, Ca2+ fluorescence; inhibition, % at 7.15 µM; 0.12% of 340,000 active;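 active means inhibition above the mean inhibition of all tested compounds plus 3 SD, cut at about 17% in these data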;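 further: assay run at fixed EC70 calcium of 1.6 mM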
Keap1 Nrf2 FP = Keap1-Nrf2 protein-protein interaction inhibitors, primary screen, biochemical, fluorescence polarization, single point; Kelch-like ECH-associated protein 1 (Homo sapiens), Q14145; Keap1 Kelch-Nrf2 peptide fluorescence polarization, 1536-well; inhibition, % at 9.4 µM; 0.15% of 340,000 active; AID 504523, 2011; in the data active means inhibition above about 12%;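 further: human Keap1 Kelch domain with fluorescein labeled Nrf2 9mer peptide probe; 0% = neutral control wells and 100% = peptide positive control; higher means more block of Keap1 binding to Nrf2 peptide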
DAGLB inhibitor = DAGLB lipase inhibitors, primary screen, biochemical, fluorescence, HTS; inhibition, % at 5.17 µM; HEK293T DAGLB membrane lysate, EnzChek fluorogenic substrate; 0.059% of 340,000 active; AID 504411, 2011; in the data active means inhibition above about 34%;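 further: 0% = enzyme with vehicle and 100% = wells lacking enzyme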
Target sequence (Q8NCG7 whole entry, looked up): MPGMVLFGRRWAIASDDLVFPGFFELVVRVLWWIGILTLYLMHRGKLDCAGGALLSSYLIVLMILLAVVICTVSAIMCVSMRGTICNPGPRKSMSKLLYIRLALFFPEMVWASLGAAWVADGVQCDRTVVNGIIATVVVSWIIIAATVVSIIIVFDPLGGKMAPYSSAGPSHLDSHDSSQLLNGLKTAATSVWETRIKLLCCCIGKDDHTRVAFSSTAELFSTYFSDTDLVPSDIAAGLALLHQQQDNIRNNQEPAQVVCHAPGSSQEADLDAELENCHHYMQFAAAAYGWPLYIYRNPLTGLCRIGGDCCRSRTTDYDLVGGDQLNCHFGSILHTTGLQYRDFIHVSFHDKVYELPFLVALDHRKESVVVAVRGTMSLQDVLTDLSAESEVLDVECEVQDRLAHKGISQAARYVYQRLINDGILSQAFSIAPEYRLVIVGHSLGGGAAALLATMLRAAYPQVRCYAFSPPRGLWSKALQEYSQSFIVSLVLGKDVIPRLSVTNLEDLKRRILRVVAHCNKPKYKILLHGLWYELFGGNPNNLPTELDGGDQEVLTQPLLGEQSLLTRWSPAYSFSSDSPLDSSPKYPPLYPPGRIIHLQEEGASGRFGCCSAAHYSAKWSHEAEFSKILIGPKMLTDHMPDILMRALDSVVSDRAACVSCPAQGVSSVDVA
PvdQ inh = P. aeruginosa PvdQ acylase inhibitors, primary screen, biochemical, fluorescence, plate reader and imaging, single point; PvdQ acylase [Pseudomonas aeruginosa LESB58]; purified PvdQ acylase; inhibition, % at 10 µM; 0.063% of 340,000 active; AID 488965, 2010; in the data active means inhibition above about 30%, passing the limit was not always enough;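 further: 0% = vehicle neutral wells and 100% = reference inhibitor wells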
SR-BI DiI-HDL act = activators of SR-BI mediated DiI-HDL uptake, primary screen, ldlA[mSR-BI] CHO cells, DiI fluorescence; 3 h; 100 = double the neutral-control signal; activation, % at 12.5 µM; 0.096% of 320,000 active; AID 504775, 2011;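 active means mean replicate activation of at least 60% and every replicate at or above 60%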;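 further: 0% = median plate neutral-control signal and 100% = twice that signal; values of inactives mirror those of a sister screen read the other way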
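Assay system: LDL receptor-deficient CHO ldlA cells overexpressing murine SR-BI / Medium: BSA-supplemented, HEPES-buffered Ham's F12, pH 7.4 / Probe or stimulus: DiI-labelled HDL at 10 µg/mL final / Timing: compound with DiI-HDL co-incubation, 3 h at 37 °C / Technique: bottom-read cell fluorescence after medium removal, ex 550/em 595 nm / Measure: HDL uptake via cellular fluorescence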
NSD2 inh = NSD2 histone methyltransferase inhibitors, primary screen, biochemical, AlphaScreen, single concentration, set 2. inhibition, % at 12.5 µM. NSD2 peptide methylation, 120 min. 0.54% of 310,000 active. Histone-lysine N-methyltransferase NSD2 (Homo sapiens), O96028; in the data active means inhibition above about 50%
The depositor's hits bear a star; . = no result given.

SMILES	Arr AP2 block	SR-BI HDL uptake	C-LANA FP	PKA-R2B activ	RTF Ca sens inh	Keap1 Nrf2 FP	DAGLB inhibitor	PvdQ inh	SR-BI DiI-HDL act	NSD2 inh
CCOc1ncccc1C(=O)OCc1ccccc1	6	-6	-0.8	0	6	1	-5	8	6	-3
CC(C)(C)C(=O)N1CCC(O)(CS(=O)(=O)Cc2ccccc2)CC1	-28	12	-2.1	0	2	3	-1	-10	-12	-5
CCOc1ccc(OCC(=O)OCn2c(SC)nnc(C)c2=O)cc1	21	-36	0.2	-7	14	-5	-1	1	36	-2
COc1ccc(N2CCN(C(=O)CCNC(=O)c3ccccc3)CC2)cc1	3	-11	-1.2	-4	1	-3	1	-1	11	-1
Cc1cc(CNC(=O)[C@H](C)[C@@H]2C[C@@]2(C)[C@@H](NC(=O)OCc2ccccc2)c2ccccc2)nn1C	18	-6	0.3	-28	-1	-4	0	5	6	.
O=C(N/N=C\c1cccnc1)c1cc(-c2ccccc2)nc2c(Cl)cccc12	4	37	1.3	-7	-5	-2	-4	-7	-37	0
CCOc1cc(C(=O)Nc2cnccn2)cc(OCC)c1OCC	-6	25	1.1	4	-10	-4	0	-10	-25	0
Cc1nn2c(NC(C)C)c3c(nc2c1-c1ccccc1)CCC3	-6	-104	2.1	-6	-6	1	-7	-16	104*	-9
Cc1ccc2[nH]c(-c3ccccc3)c(CN3CCN(C)CC3)c(=O)c2c1	4	-6	-0.9	-5	-2	-4	1	10	6	.
N#Cc1c(Cl)cccc1Oc1ccc(S(=O)(=O)Nc2ccccc2)cc1	-3	-4	1.0	.	.	-6	.	-8	4	-5
CS(=O)(=O)N1CCc2cc(-c3csc(NC(=O)C(c4ccccc4)c4ccccc4)n3)ccc21	2	27	-0.4	-3	-3	-2	0	3	-27	-1
CCOC(=O)c1c(NC(=O)c2ccc(Br)o2)sc(C)c1CC	98*	49	-0.8	4	-3	-2	-24	-15	-49	-1
Cc1ccc(Oc2nc3ccccn3c(=O)c2/C=C(\C#N)C(=O)NC2CCS(=O)(=O)C2)cc1 (stereo not drawn)	-8	3	4.0	-2	0	-2	-1	-11	-3	.
O=C(CSc1ccc(C(F)(F)F)cc1[N+](=O)[O-])Nc1ccccc1	14	.	0.9	0	-2	-5	-4	-6	.	.
NC(=O)N/N=C/c1ccc(N2CCOCC2)s1	14	-26	-4.5	-1	-18	-25	1	18	26	3
Cc1ccc([N+](=O)[O-])cc1S(=O)(=O)Nc1cccc(S(=O)(=O)Nc2ccccc2C(=O)O)c1	10	-3	-1.3	-11	-6	9	9	1	3	2
COc1ccc(NC(=O)Cn2cc(C#N)c3ccccc32)cc1	-5	-2	-0.3	4	-3	2	0	-13	2	-2
O=C(Cn1cnc2c(nnn2-c2ccc(F)cc2)c1=O)NCc1ccco1	0	-4	0.5	-9	3	1	2	0	4	-3
COc1ccc(/C=N/NC(=O)C2COc3ccccc3O2)cc1OC (stereo not drawn)	11	-3	-0.3	-1	-7	-2	0	-16	3	-1
N[C@@H](CO)c1nnc([C@H](Cc2ccc(O)cc2)NC(=O)C2CCNCC2)o1	9	-15	1.8	4	-19	-7	4	-14	15	.
COc1ccc(NC(=O)CN(C)C(=O)CNC(=O)c2ccc(C)s2)cc1	-8	-3	1.0	5	-4	0	-1	-11	3	-2
O=C(O)C[C@H]1c2ccc(C(F)(F)F)cc2S(=O)(=O)N1Cc1ccccc1	31	-17	0.7	4	-3	0	1	1	17	.
COC(=O)c1ccc(OCC(O)CN2C(=O)c3ccccc3S2(=O)=O)cc1 (stereo not drawn)	10	-11	-1.5	-2	-6	0	0	-21	11	-1
CCOc1cc(C=O)c(Br)cc1OC1CCCC1	-7	18	0.4	2	1	-6	-16	-7	-18	-5
O=C(COC(=O)CNC(=O)c1cccs1)Nc1ccccc1C(F)(F)F	27	-10	0.0	-2	2	-1	0	-1	10	0

Other records follow:
SMILES	Arr AP2 block	SR-BI HDL uptake	C-LANA FP	PKA-R2B activ	RTF Ca sens inh	Keap1 Nrf2 FP	DAGLB inhibitor	PvdQ inh	SR-BI DiI-HDL act	NSD2 inh
O=C(O)/C(=C\c1cccc(OCc2ccccc2)c1)c1ccc(F)cc1	6	-10	-0.2	3	11	0	4	-7	10	0
COc1cccc(CN(C)C(=O)c2ccc(OCC(=O)Nc3cccc(C(F)(F)F)c3)c(OC)c2)c1	12	66	-1.1	-5	3	1	-3	2	-66	-4
CCCCC(=O)NC(Nc1nc(C2CC2)cs1)(C(=O)OCC)C(F)(F)F (stereo not drawn)	13	26	-1.2	1	-8	1	-4	-12	-26	-5
CCOC(=O)C1CCN(C2CC(=O)N(c3ccc(OCC)cc3)C2=O)CC1 (stereo not drawn)	-8	.	1.2	-6	4	1	-3	4	.	-6
N#CCn1nnc(-c2ccc3c(c2)OCO3)n1	7	-17	-1.5	-3	-16	1	1	-12	17	-1
COc1ccc(-c2ocnc2C(=O)NCc2nn(-c3ccccc3)nc2C)cc1	44	29	-1.4	8	1	-3	-6	-4	-29	1
CN(C)S(=O)(=O)N1CCN(c2ccc([N+](=O)[O-])c(NC3CC3)c2)CC1	-12	54	1.3	7	-4	-6	2	-4	-54	6
COc1ccccc1CNC(=O)COc1ccccc1C	-6	-24	0.2	-4	-2	0	-3	-1	24	-2
NS(=O)(=O)c1ccc(CNC(=O)CCS(=O)(=O)Cc2ccccc2)cc1	0	2	0.3	-7	-3	-4	2	-16	-2	3
Cc1ccc(S(=O)(=O)c2cc(OC(=O)c3ccco3)ccc2OC(=O)c2ccco2)cc1	19	-45	2.3	-5	7	1	17	-3	45	-1
CN(Cc1ccccc1)S(=O)(=O)c1ccc2c(c1)n(C)c(=O)c(=O)n2C	-5	5	-2.5	-6	-9	4	1	-3	-5	.
O=S(=O)(c1ccc(Cl)cc1)N1CCN(S(=O)(=O)N2CCCCCC2)CC1	1	-10	2.4	-5	-8	-5	0	-12	10	-1
COc1ccc(-n2nc([N+](=O)[O-])c(=NCCc3ccc(Cl)cc3)n2O)cc1	-11	-16	1.1	-14	-6	-5	11	-6	16	.
CCN(CC)c1ccc(NC(=O)c2cc(Cl)ccc2OC)cc1	5	62	1.8	10	-4	-6	0	1	-62	2
N/C(Cc1cccc2ccccc12)=N\OC(=O)c1ccc2c(c1)OCO2	-2	6	1.7	-16	-21	-3	-17	-18	-6	-3
CC(C)CCN1CCN(Cc2cnc(-c3ccccc3)s2)CC1CCO (stereo not drawn)	-15	3	0.9	-5	-8	2	-2	-13	-3	3
CC(=O)N1CN(C2CC(C)(C)NC(C)(C)C2)Cc2c1sc1c2CCCC1	-3	-54	-1.1	-3	-24	-2	0	-17	54	-1
C[C@@H](N)C(=O)NC[C@H]1CC[C@H](C(=O)N[C@@H](Cc2ccccc2)C(=O)O)CC1	35	-9	0.9	-8	1	-3	-4	2	9	-1
Cc1ccc(NC(=O)ON=C2CCCC2)cc1	7	-24	1.9	6	-6	-7	-4	16	24	-2
Cc1nc(SCc2nc3c([N+](=O)[O-])cccc3[nH]2)c2oc3ccccc3c2n1	-1	0	3.9	-3	2	3	-3	5	0	.
C=C(CCC(=O)c1ccccc1)C(=O)c1ccccc1	.	-6	-0.6	3	-4	-8	0	13	6	4
COc1ccccc1NS(=O)(=O)c1ccc(Cl)c(NC(=S)NC(=O)C2CCCC2)c1	-4	33	0.2	-10	-35	1	-5	3	-33	0
CN1CC[n+]2cnc3ccccc3c21	-42	45	-1.0	-2	-10	-2	0	-17	-45	3
C=CCNc1nc(Cl)nc(NCc2ccco2)n1	7	-22	0.6	3	-10	-2	1	-7	22	-1
CCSc1ccccc1C(=O)n1nnc2ccccc21	3	-1	-0.1	1	-8	-32	0	-13	1	2
O=C(Nc1ccon1)c1ccc(S(=O)(=O)N2CCCCCC2)cc1	2	-1	0.6	-4	0	0	-1	-16	1	0

Nine consecutive records from above:
SMILES	Arr AP2 block	SR-BI HDL uptake	C-LANA FP	PKA-R2B activ	RTF Ca sens inh	Keap1 Nrf2 FP	DAGLB inhibitor	PvdQ inh	SR-BI DiI-HDL act	NSD2 inh
C[C@@H](N)C(=O)NC[C@H]1CC[C@H](C(=O)N[C@@H](Cc2ccccc2)C(=O)O)CC1	35	-9	0.9	-8	1	-3	-4	2	9	-1
Cc1ccc(NC(=O)ON=C2CCCC2)cc1	7	-24	1.9	6	-6	-7	-4	16	24	-2
Cc1nc(SCc2nc3c([N+](=O)[O-])cccc3[nH]2)c2oc3ccccc3c2n1	-1	0	3.9	-3	2	3	-3	5	0	.
C=C(CCC(=O)c1ccccc1)C(=O)c1ccccc1	.	-6	-0.6	3	-4	-8	0	13	6	4
COc1ccccc1NS(=O)(=O)c1ccc(Cl)c(NC(=S)NC(=O)C2CCCC2)c1	-4	33	0.2	-10	-35	1	-5	3	-33	0
CN1CC[n+]2cnc3ccccc3c21	-42	45	-1.0	-2	-10	-2	0	-17	-45	3
C=CCNc1nc(Cl)nc(NCc2ccco2)n1	7	-22	0.6	3	-10	-2	1	-7	22	-1
CCSc1ccccc1C(=O)n1nnc2ccccc21	3	-1	-0.1	1	-8	-32	0	-13	1	2
O=C(Nc1ccon1)c1ccc(S(=O)(=O)N2CCCCCC2)cc1	2	-1	0.6	-4	0	0	-1	-16	1	0

The order is random; any-hit rate near 2.1%.
